Assay outcomes (PubChem BioAssay)
PGE2 EP2 inh: human EP2 receptor antagonists, primary screen, TR-FRET cAMP, C6 glioma cells. Prostaglandin E2 receptor EP2 subtype (Homo sapiens), P43116. 260,000 tested, 0.52% active. inhibition, % at 25 µM. C6 glioma cells expressing human EP2; cells stimulated with saturating PGE2;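 active = percent inhibition above 40 after rounding to a whole number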;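 note: rat C6 glioma host cells with rolipram phosphodiesterase inhibitor present; the protocol text gives 20 µM as final concentration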
S1P4 antag: S1P4 receptor antagonists, primary screen, cell-based | inhibition, % at 4.98 µM | Sphingosine 1-phosphate receptor 4 (Homo sapiens), O95977 | 220,000 tested, 0.26% active | AID 1510, 2009 | S1P4-expressing cells, antagonist mode, reporter read-out; in the data active = inhibition above about 29%;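 note: 0% = wells stimulated with agonist and 100% = vehicle wells without agonist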
S1P4 ag: S1P4 receptor agonists, primary screen, cell-based | activation, % at 4.98 µM | 220,000 tested, 0.35% active | AID 1509, 2009 | S1P4-expressing cell line, agonist reporter assay; in the data active = activation above about 11%;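 note: 0% = DMSO vehicle and 100% = reference agonist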
eIF4E 4G PPI: eIF4E–eIF4G protein interaction inhibitors, primary screen, biochemical, uHTS, TR-FRET, eIF4GI fragment; 220,000 tested, 0.37% active; TR-FRET eIF4E-eIF4GI(517-606) binding, 2 h; inhibition, % at 21.7 µM; Eukaryotic translation initiation factor 4E (Mus musculus) + Eukaryotic translation …;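 active = inhibition above about 30%, limit read from the data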;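 note: 0% = full FRET control wells and 100% = background wells lacking eIF4GI fragment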
NPY-Y1 antag: NPY-Y1 receptor antagonists, primary screen, cell-based. Neuropeptide Y receptor type 1 (Homo sapiens), P25929. HEK293-CNG Y1 cells, membrane potential fluorescence; NPY at EC95, then isoproterenol. inhibition, % at 3.6 µM. 200,000 tested, 1% active;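 active = inhibition above the campaign mean inhibition of all tested compounds plus 3 SD, cut at about 20% in these data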;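 note: 0% = DMSO wells given NPY plus isoproterenol and 100% = isoproterenol alone without NPY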
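material = HEK293 cells with Y1 receptor plus CNG channel | also added = NPY 25 nM then isoproterenol 1 µM plus Ro 20-1724 25 µM | schedule = dye 3 h, compound 60 min room temperature, stimulation 45 min | measured by = membrane potential fluorescence | benchmarks = high control isoproterenol alone, low control NPY with isoproterenol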
NPY-Y1 PAM-ag: NPY-Y1 receptor potentiators or agonists, primary screen, cell-based; AID 1304, 2008; NPY-Y1 expressing cells, potentiator/agonist activation; activation, % at 3.6 µM; 220,000 tested, 0.37% active; Neuropeptide Y receptor type 1 (Homo sapiens), P25929; in the data active = activation above about 33%, passing the limit was not always enough;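 note: cells stimulated with NPY at EC10 then isoproterenol at EC100; 0% = low agonist plus stimulus and 100% = saturating agonist plus stimulus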
EP2 mod: EP2 receptor modulators, cAMP readout, primary screen, cell-based, HTRF cAMP, PGE2 stimulation; Prostaglandin E2 receptor EP2 subtype (Homo sapiens), P43116; EP2-expressing cells, cAMP HTRF FRET, PGE2 co-stimulation; induction, % at 25 µM; 260,000 tested, 0.83% active; AID 940, 2007;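 active = compounds whose cAMP rise, as percent of the full-agonist control response, exceeds 60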;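 note: rat C6 glioma line stably carrying human EP2 under a CMV promoter; the protocol text gives 20 µM as final concentration; 100% = response of wells given 1 µM PGE2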
p97 inhibitor: inhibitors of human p97 ATPase, primary screen, biochemical; 220,000 tested, 0.42% active; inhibition, % at 8 µM; recombinant p97 ATPase, Kinase-Glo ATP luminescence, 3 h; Transitional endoplasmic reticulum ATPase (Homo sapiens), P55072; in the data active = inhibition above about 15%;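 note: 0% = DMSO vehicle and 100% = wells lacking enzyme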
Target sequence (P55072 whole entry, looked up): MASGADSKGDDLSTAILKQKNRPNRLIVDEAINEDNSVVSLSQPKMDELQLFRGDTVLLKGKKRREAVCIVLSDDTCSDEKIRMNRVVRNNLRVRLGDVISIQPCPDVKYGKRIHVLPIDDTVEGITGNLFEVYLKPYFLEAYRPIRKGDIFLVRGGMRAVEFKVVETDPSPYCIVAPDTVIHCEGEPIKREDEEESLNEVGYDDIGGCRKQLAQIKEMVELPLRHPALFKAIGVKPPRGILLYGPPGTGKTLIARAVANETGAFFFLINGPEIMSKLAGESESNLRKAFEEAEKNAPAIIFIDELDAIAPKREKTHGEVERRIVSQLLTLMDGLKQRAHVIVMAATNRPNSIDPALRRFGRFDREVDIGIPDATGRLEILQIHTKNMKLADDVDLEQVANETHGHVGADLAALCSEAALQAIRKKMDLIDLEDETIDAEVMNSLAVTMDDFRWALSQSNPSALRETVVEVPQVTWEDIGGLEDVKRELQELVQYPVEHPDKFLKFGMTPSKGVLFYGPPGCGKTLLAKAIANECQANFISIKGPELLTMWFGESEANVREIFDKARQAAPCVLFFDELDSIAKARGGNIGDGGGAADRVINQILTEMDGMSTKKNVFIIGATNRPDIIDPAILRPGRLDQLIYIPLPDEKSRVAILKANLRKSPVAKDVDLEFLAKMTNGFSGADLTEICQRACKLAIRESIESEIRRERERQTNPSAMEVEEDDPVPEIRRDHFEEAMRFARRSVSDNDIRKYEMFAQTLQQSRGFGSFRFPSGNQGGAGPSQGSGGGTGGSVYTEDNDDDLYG
NPY-Y2 PAM-ag: NPY-Y2 potentiators or agonists, primary screen, cell-based; Neuropeptide Y receptor type 2 (Homo sapiens), P49146; cells expressing NPY-Y2, potentiator/agonist read-out; activation, % at 3.6 µM; 220,000 tested, 0.45% active; AID 1359, 2008; in the data active = activation above about 27%;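 note: cells stimulated with NPY near EC25 plus isoproterenol at EC100; 0% = vehicle plus submaximal agonist and 100% = vehicle plus saturating agonist; some results beyond the cut were filed as inactive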
An asterisk follows results filed as active; / = not tested or not shown; & = joins results of further samples; ! = not confirmed by another sample; [ ] = dose if it differs, or a comment. This is a subset, so the mix of outcomes need not match the whole.

SMILES	PGE2 EP2 inh	S1P4 antag	S1P4 ag	eIF4E 4G PPI	NPY-Y1 antag	NPY-Y1 PAM-ag	EP2 mod	p97 inhibitor	NPY-Y2 PAM-ag
Cc1ccc2nc(SCC(=O)N3CCN(C(=O)c4ccco4)CC3)[nH]c2c1	8	-5	1.5	-1	4	2	16	7	0
COc1ccc(N/C=C/C(=O)c2ccc(OC)c(OC)c2)cc1	10	-3	-0.1	5	/	-10	8	-2	-13
CC(C)c1ccc(N(CC(=O)NCCSCc2ccco2)S(C)(=O)=O)cc1	1	-2	1.0	0	4	13	-25	-5	-7
C/C(=N\O)C(=O)NCCN(C)C	2	-10	-1.0	8	6	5	-5	2	-3
Cc1[nH]c2c(C(=O)N3CCCC(CCC(=O)NCc4ccccc4F)C3)cccc2c1C (stereo not given)	11	-22	1.4	-1	-5	-9	-106	-6	-6
COc1ccc(/C=C/C(=O)N2CCNC(=O)C2)c(OC)c1	4	-3	-0.1	3	-4	-7	-30	3	8
O=C(NC(=S)Nc1ccc(NC(=O)c2cccs2)cc1)c1ccc([N+](=O)[O-])cc1	5	-1	-3.0	1[fluorescence artefact?]	-3	-4	-14	6	4
NNC(=O)c1cc(-c2ccc(O)cc2)nc2ccc(Br)cc12	11	11	-0.6	3	/	-37	-43	-4	-38
CCOc1cc(NC(=O)C2CC2)c(OCC)cc1NC(=O)CCn1nnc2ccccc21	10&7	-11	0.6	15	3	0	9&11	1	1
C/C=C/c1ccc(OCCCCNCc2ccco2)c(OC)c1	4	-2	-1.2	0	4	-8	-43	-6	-11
Cc1ccc(CS/C(Nc2ccccc2C)=C(\C#N)C(N)=O)c(C)c1	6	-8	0.9	7	0	7	57	-4	-13
CCOc1ccc(CC2S/C(=N/c3ccccn3)NC2=O)cc1 (stereo not given)	7	-11	0.7	-35	7	16	-51	-1	7
O=C(NC1CCCCC1)C1CCN(S(=O)(=O)c2cccc3cccnc23)CC1	18	-21	-0.2	3	3	1	8	-1	5
CCN1CCN(C(=S)Nc2ccc([N+](=O)[O-])cc2)CC1	11	4	-2.3	3	4	21	14	0	5
N#Cc1c(F)cccc1N1CCC(C#N)CC1	12	5	-0.1	3	/	6	-8	-1	-10
Cc1cc(Sc2nc(N)ncc2[N+](=O)[O-])ncn1	27	-7	0.7	4	-3	22	-29	4	10
Cc1sc2nc(CN3CCCC3)nc(N3CCN(S(=O)(=O)c4cccs4)CC3)c2c1C	7	6	-0.4	/	16	-70	-53	6	-29
COc1ccc(/C=C/c2c([N+](=O)[O-])c(=O)n(C)c(=O)n2C)cc1	4	2	0.6	2	-6	8	-13	-2	-10
c1ccc(C2(Cn3ccc4ccccc43)OCCO2)cc1	8	-1	6.1	1	12	-3	45	-7	-9
CCCCOc1ccc(C2=NNC(=O)CC2)cc1	12	-12	2.4	-2[fluorescence artefact?]	9	-40	27	2	-10
CCOC(=O)C1=C(C)NC(C)=C(C(=O)OC)C1c1cccc(Cl)c1Cl (stereo not given)	9&10	8	0.7	7	-3	-14	65*!	2	-3
Cc1ccc(C)c(N2CCN(C(=O)c3cccn4c(=O)c5sccc5nc34)CC2)c1	7	-8	-1.8	4	-5	-9	-36	1	4
CC(C)CCN1CC(C(=O)NCCC2=CCCCC2)CC1=O (stereo not given)	6	13	0.8	3[fluorescence artefact?]	1	4	-9	1	8
CCc1ccc(-c2ccc(SCC(=O)Nc3nnc(C)s3)nn2)cc1	2	-3	-0.2	2	3	-3	32	-3	-11
O=c1[nH]c2cc(Br)cnc2nc1/C=C(\O)c1ccc(F)cc1	8	-1	0.2	6	-5	16	34	4	7
COc1ccc(/C=C(\C#N)c2nc3ccc(C)cc3[nH]2)cc1Oc1ccc(C(F)(F)F)cc1[N+](=O)[O-]	/	11	0.2	-27	0	12	0	9	8
COc1ccc(C2=NN(CN3C(=O)C(=O)c4ccccc43)C(c3ccc(C)cc3)C2)cc1 (stereo not given)	14	-13	0.3	3	2	-11	-3	2	-5
Cc1cc2c(c(SCC(=O)Nc3ccc(C)c(C)c3)n1)C(=O)OC2	7	-4	-0.4	-2	0	0	-26	1	0
COc1ccccc1/C=C/CN1CCN(Cc2ccc(F)cc2)C(CCO)C1 (stereo not given)	1	-11	2.7	3	1	-17	-9	-1	-14
O=C(CNC(=S)N(Cc1ccccc1)Cc1cccs1)NCc1ccc(F)cc1	3	7	-2.7	-3	2	15	33	-7	-3
CCOc1cc(C)c(S(=O)(=O)NC2CC(C)(C)NC(C)(C)C2)cc1C	6	11	0.7	-2	7	3	-22	2	-3
O=C1CC(c2ccsc2)c2ccc3ccccc3c2N1 (stereo not given)	4	14	-1.6	-2	-5	6	16	-6	-13
COc1cc(NC(=O)c2ccc3c(c2)OCO3)ccc1NC(=O)c1cccs1	12	-3	0.7	1	2	-12	-57	6	-10
COc1ccc(N2CCN(C(c3ccc4ncccc4c3)c3nnnn3C(C)C)CC2)cc1 (stereo not given)	10	-3	1.6	3	/	0	10	2	-14
Cc1cc(N2CCOCC2)nc2ccc(NC(=S)N3CCCCC3C)cc12 (stereo not given)	7	-25	1.7	-2	-1	9	-39	5	-6
c1cnc(N2CCN(c3cnccn3)CC2)nc1	10	-6	-1.4	2	-3	-3	-9	-3	-9
Cc1nnc(SCC(=O)N(Cc2ccccc2)C(C)(C)C)[nH]c1=O	6	-10	2.6	3	0	-9	3	-1	-3
CC1c2ccsc2CCN1S(=O)(=O)c1ccccc1 (stereo not given)	3	5	-1.9	-2	/	-11	8	-10	-5
Cc1cc(C)n(Cc2ccc(C(=O)Nc3cccc(Br)c3)o2)n1	22	0	-0.2	1[fluorescence artefact?]	1	-33	-22	1	-7
Cc1cc(C)cc(NC(=S)NC2CC3CCC(C2)N3Cc2ccco2)c1 (stereo not given)	11	8	-0.4	-5	-2	12	-75&-35	7	-11
CC(C)(C)c1cc(C(=O)O)n[nH]1	7	-7	-0.5	-4[fluorescence artefact?]	7	-12	17	-5	-3
COc1ccc(CN2C(=O)CCC2(C)C(=O)NC2CCCCC2)c(OC)c1 (stereo not given)	4	7	-0.2	7	6	-1	23	6	-3
Cc1ccc(C#N)c(SCc2nnc(-c3ccc(Cl)cc3)o2)n1	7	-16	-0.1	1	6	1	-74	3	0
C[C@H]1CC[C@H]2C(=O)N3[C@H](c4cccc(N5CCCC5=O)c4)[C@@H](C)CC[C@H]3C(=O)N2[C@@H]1c1cccc(N2CCCC2=O)c1	/	4	0.6	9	-5	0	13	1	0
CC1CN(C(=O)CN2C(=O)c3ccccc3S2(=O)=O)CC(C)O1 (stereo not given)	13	-10	1.7	-3[fluorescence artefact?]	4	-18	13	6	-4
O=C(/C=C/c1ccc(F)cc1)NCCCN1CCN(CCCNC(=O)/C=C/c2ccc(F)cc2)CC1	5	-29	2.1	-1[fluorescence artefact?]	5	1	-23	-8	-2
Cc1ccccc1CS(=O)(=O)Cc1ccc(C(=O)N2CCOCC2)o1	/	-10	2.2	0	-3	-8	-10	-2	2
Cc1cc(N(C)/N=C/c2ccccc2)nc(-c2ccccc2O)n1	11	-8	1.4	0	0	4	36	7	1
Cc1cnc(C(=O)Oc2c(C)ccc(C)c2C)cn1	6	0	-2.6	0	2	-7	-6	2	-8
COc1ccc2c(c1)CCc1cn3nc(C)cc3nc1-2	7	1	1.5	1	3	-3	8	-1	-5
O=C(CN(Cc1ccccc1)S(=O)(=O)c1cccc(C(F)(F)F)c1)NC1CCCCC1	5	-8	1.2	-2	1	-22	20	1	-5
Cc1ccc(C(=O)N2CCC(C(N)=O)CC2)cc1C	10	-13	-1.0	2	-3	6	5	-2	15
COc1cc(C(=O)N(Cc2ccc(N(C)C)cc2)C2CCS(=O)(=O)C2)cc(OC)c1OC (stereo not given)	/	11	1.5	6	4	19	5	8	13
O=C1CCN(C(=O)CSc2ccc(Cl)cc2)N1	4	-7	0.3	0	-2	-16	10	-4	-6
CCC(=O)N1CCN(c2ccc(NC(=O)c3ccc(Br)o3)cc2)CC1	19	-6	0.6	4	-4	-26	3	-4	-7
Cc1ccc(Nc2nc(NCCCN3CCOCC3)nc(N)c2[N+](=O)[O-])cc1C	5	-14	2.0	-7[fluorescence artefact?]	2	-23	-13	-1	-6
CCCC/C(O)=C1\C(=O)CCCC1=NCCc1c(C)[nH]c2ccccc12	6	6	0.2	7	/	15	-14	1	-9
CCOc1ccc(C2C(C(=O)C3CC3)N3C=C(C#N)C=CC3C2(C#N)C#N)cc1 (stereo not given)	6	-14	0.0	0	7	-4	-6	0	-12
Cc1nn(Cc2ccc(C(=O)N3N=C(C(F)F)CC3(O)C(F)F)cc2)c(C)c1[N+](=O)[O-] (stereo not given)	9	3	0.5	0	-8	4	-19	-5	16
Cc1ccc(N2CN(CCC3=CCCCC3)CNC2=S)cc1	9	-5	-0.5	0	/	29	24	1	16

Continued:
SMILES	PGE2 EP2 inh	S1P4 antag	S1P4 ag	eIF4E 4G PPI	NPY-Y1 antag	NPY-Y1 PAM-ag	EP2 mod	p97 inhibitor	NPY-Y2 PAM-ag
CCn1c(=NC(=O)CSC(C)=O)sc2cc(F)ccc21	22	-8	0.7	-1	-5	6	25	1	11
CCc1cccc(NC(=O)CN(C)S(=O)(=O)c2cccs2)c1	11	-16	1.3	6	-2	4	-32	6	2
O=C(O)C1=C[C@H](c2csc3ccccc23)C[C@H](OCCCCO)O1	8	-2	-2.1	1	3	0	-2	6	-9
COc1cccc(NC(=S)N(CCCN2CCCC2)Cc2cccn2Cc2ccc(Cl)cc2)c1	5	28	-1.1	-1	3	-22	-23	-6	-31
C=CCNC(=O)c1ccc(OC)cc1	3	-2	15*	-5	/	8	-11	-1	1
CCOC(=O)c1sc(NC(=O)c2ccccc2C(=O)O)c(C(=O)OCC)c1C	12	-2	1.9	3	/	-12	-5	1	18
O=C(CSc1ncc(C(=O)O)n1-c1ccc(F)cc1)NCc1ccc2c(c1)OCO2	3	0	-0.5	2	0	-12	16	0	3
CC(=O)C1=C(C)N(Cc2ccccc2)C(=O)N[C@H]1CCc1ccccc1	8	15	1.0	0	-4	-4	2	7	-9
COC(=O)c1sccc1-c1ccc(C(=O)Nc2cccc(Cl)c2)o1	13	3	1.0	2	6	-50	9	3	-20
N#CCSc1nc2cc(C(=O)N3CCCC3)ccc2c(=O)n1Cc1ccccc1	10	-6	-0.2	9	-4	4	-6	8	7
CCc1nnc(NC(=O)c2ccc(S(=O)(=O)N(C)c3ccccc3)cc2)o1	7	-19	-0.4	2	-4	-10	-25	3	-1
